Source: PubChem (Milwaukee Institute for Drug Discovery)
HCV NS3h FP: blocks HCV NS3 helicase binding to DNA | AID 687043 | actives 1.6% (n = 16,000) | NS3h Cy5-dT15 DNA binding, fluorescence polarization | inhibition, % at 100 µM;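 active means inhibition above the average over every tested compound plus 3 SD, cut at about 40% in these data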
Cy5 interf NS3h: counter-screen for HCV NS3 helicase inhibitors: fluorescence interference; fluorescence interference ratio at 100 µM; Cy5-dT15 DNA with NS3h; actives lie on both sides; signal over control mean, under 1 quenches; actives 6% (n = 16,000);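 active means compound fluorescence over control fluorescence at most 0.8, a quencher, or at least a set upper limit, an enhancer; inactive means ratio between 0.8 and the set upper limit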
* hit, by the source's call.

The opening 7 compounds (preview)
SMILES | HCV NS3h FP | Cy5 interf NS3h
N#C/C(=C\c1ccc(-c2ccccc2Cl)o1)C(=O)Nc1cccc2ncccc12 | 1.9 | 0.951
CSc1nc(-c2ccccc2)nc2[nH]ccc(=O)c12 | 10.5 | 0.694*
CNC(=O)CCC(=O)Nc1ccc(C)cc1C | 1.7 | 1.06
CC1=C(C(=O)OCCOC(C)C)C(c2cccs2)C2=C(CC(C)(C)CC2=O)N1 (stereo not given) | 10.6 | 1.02
CCCCOc1ccc(C(=O)NCc2ccccc2F)cc1 | 11.8 | 0.96
O=C1C(=O)N(C2CCCCC2)C(=O)N1C1CCCCC1 | 3.6 | 1
CC(C)C(=O)Nc1ccc(Nc2ccccc2)cc1 | 8.2 | 0.973

This part in full, repeating the preview:
SMILES | HCV NS3h FP | Cy5 interf NS3h
N#C/C(=C\c1ccc(-c2ccccc2Cl)o1)C(=O)Nc1cccc2ncccc12 | 1.9 | 0.951
CSc1nc(-c2ccccc2)nc2[nH]ccc(=O)c12 | 10.5 | 0.694*
CNC(=O)CCC(=O)Nc1ccc(C)cc1C | 1.7 | 1.06
CC1=C(C(=O)OCCOC(C)C)C(c2cccs2)C2=C(CC(C)(C)CC2=O)N1 (stereo not given) | 10.6 | 1.02
CCCCOc1ccc(C(=O)NCc2ccccc2F)cc1 | 11.8 | 0.96
O=C1C(=O)N(C2CCCCC2)C(=O)N1C1CCCCC1 | 3.6 | 1
CC(C)C(=O)Nc1ccc(Nc2ccccc2)cc1 | 8.2 | 0.973
COc1ccccc1Cc1noc(COc2ccc3ccccc3c2)n1 | 20.4 | 0.997
Cc1c(Cl)c(C(F)(F)F)nn1CC(=O)Nc1ccccc1C(F)(F)F | 1.9 | 1.01
COc1ccc(C(=O)Nc2ccc([N+](=O)[O-])cc2C)cc1 | 10.7 | 1.06
COc1cc(Br)c(/C=C2\C(=O)NC(=O)N(c3ccc(C)cc3)C2=O)cc1OC | 24.0 | 0.954
C=C1c2ccccc2NC(=O)N1c1cccc(Cl)c1 | 4.7 | 1.03
COc1ccc(S(=O)(=O)N2CCN(C(=O)COc3ccccc3)CC2)cc1 | 18.1 | 1.04
CNC(=O)/C(=C/c1cccc([N+](=O)[O-])c1)NC(=O)c1ccc(OC)cc1 | 1.3 | 1.1
COc1ccccc1/C=C/C(=O)c1ccc(-c2ccccc2)cc1 | 4.7 | 1
Cc1cc(Cl)cc(C(=O)Nc2ccc([N+](=O)[O-])cc2Cl)c1O | 3.1 | 1.16
COc1ccc(OC)c(NC(=O)c2ccc3c(c2)C(=O)N(c2ccc(Cl)cc2)C3=O)c1 | 0.9 | 1.03
O=C(c1ccc(Cl)cc1)c1ccccc1C(=O)N1CCOCC1 | -7.9 | 1.02
COc1ccc(N(CC(=O)NCC(C)C)S(=O)(=O)c2ccc(C)cc2)cc1 | 4.1 | 1.05
COC(=O)c1ccc(C(=O)Nc2cc(Cl)ccc2Cl)cc1NC(=O)COc1ccc(F)cc1 | 12.5 | 0.933
CC1=C(C(=O)OCc2ccccc2)C(c2ccccn2)C2=C(CCCC2=O)N1 (stereo not given) | -8.2 | 1.12
COC(=O)c1c(C)oc2ccc(NS(=O)(=O)c3cccc([N+](=O)[O-])c3)cc12 | 14.9 | 0.996
CC(C)(C)C(=O)NC(NC(=S)Nc1ccccc1)C(Cl)(Cl)Cl (stereo not given) | 1.0 | 0.984
O=C(/C=C\Nc1ccccc1O)c1ccc2c(c1)OCO2 | 16.0 | 1.02
CCCN(CCC)C(=O)C(CC)c1ccccc1 (stereo not given) | 8.0 | 0.966
SMILES | HCV NS3h FP | Cy5 interf NS3h
O=C1C(=O)N(c2cccc(Cl)c2)C(c2cccc(F)c2)C1=C(O)c1ccccc1 (stereo not given) | 3.5 | 0.912
O=C(NCCCN1CCOCC1)/C(=C/c1ccc(-c2ccc(Br)cc2)o1)NC(=O)c1ccccc1 | 11.5 | 0.911
COC(C)(C)c1cc(-c2ccccc2)nc(N)n1 | 2.3 | 1.05
O=C(/C=C/c1ccc(/C=C/C(=O)c2cccc(N3C(=O)C=CC3=O)c2)cc1)c1cccc(N2C(=O)C=CC2=O)c1 | 16.4 | 0.999
COC(=O)C1=C(C)NC2=C(C(=O)c3ccccc32)C1c1ccc(-c2ccccc2C(=O)O)o1 (stereo not given) | 26.2 | 1.04
O=C(Nc1ccc(Cl)c(Cl)c1)c1ccc(I)cc1 | 9.7 | 0.94
O=[N+]([O-])c1cccc(-c2noc(CCc3ccccc3)n2)c1 | 7.3 | 0.985
O=C(Nc1ccc2ccccc2c1)c1cccc(Cl)c1Cl | 19.2 | 0.97
O=C(NC(=S)Nc1ccc([N+](=O)[O-])cc1O)c1ccccc1 | 8.8 | 1.1
COCCOC(=O)c1ccc(NC(=O)COc2ccc3c(C)cc(=O)oc3c2)cc1 | 10.9 | 1.04
O=C(Nc1ccc(Cl)cn1)c1ccc(-c2ccc([N+](=O)[O-])cc2)o1 | -15.8 | 0.824
CCN1C(=O)c2cccc3c(NC(=O)c4ccc(S(=O)(=O)N(C)C)cc4)ccc1c23 | 12.6 | 0.965
Cc1ccc(OCc2nc(-c3ccc([N+](=O)[O-])cc3)no2)c(Br)c1 | 6.4 | 1.15
C/C(=N/NS(=O)(=O)c1ccc(C)cc1)c1cccs1 | 7.4 | 1.06
COc1ccccc1CNC(=O)C(=O)Nc1cccc(Cl)c1 | 13.4 | 1.02
COC(=O)c1ccccc1NC(=O)CN(c1cccc(Br)c1)S(=O)(=O)c1ccccc1 | 10.8 | 1.02
O=C(O)[C@@H]1C2CCCCC2=C2CCCCC2[C@@H]1C(=O)O (stereo not given in full) | -5.0 | 1.01
COC(=O)C(=C/C(C)=C/N1CCOCC1)C(=O)OC | -0.6 | 1.04
NS(=O)(=O)c1ccc(CNC(=O)c2ccc(Cl)cc2[N+](=O)[O-])cc1 | 5.7 | 0.985
COc1ccc(NC(=O)c2ccco2)cc1 | -16.4 | 1.08
Cc1ccc(N2C(=O)C(Cl)=C(Nc3ccc(C)c(C)c3)C2=O)c(C)c1 | 6.8 | 1.04
O=C(Nc1cccc(Cl)c1Cl)c1cc2nc(-c3ccc([N+](=O)[O-])cc3)cc(C(F)(F)F)n2n1 | 9.6 | 0.785*
CCCc1cc(=O)n2[nH]c(-c3ccc(C)cc3)c(C)c2n1 | 2.7 | 0.933
Cc1cc([N+](=O)[O-])ccc1-c1ccc(C(=O)Nc2ccc(O)c(-c3nc4ccccc4o3)c2)o1 | 5.0 | 1.03
CCOC(=O)c1c(C)n(C)c2ccc(O)c(CN(CC)CC)c12 | -14.7 | 1.01
SMILES | HCV NS3h FP | Cy5 interf NS3h
O=C(CCc1ccccc1)N1N=C(c2cccnc2)CC1(O)C(F)(F)F (stereo not given) | -6.1 | 1
CCOc1ccccc1NC(=O)C(=O)NCc1ccc(Cl)cc1 | -1.8 | 1.01
Cc1ccc(-c2cc(-c3ccc(C)cc3O)[nH]n2)cc1 | 37.7 | 0.981
Cc1ccc2nsnc2c1NC(=O)c1ccccc1I | 9.7 | 1.11
COc1cccc(OC)c1C(=O)Nc1ccc2ccccc2c1 | -11.8 | 1.02
Cc1cccc(C(=O)N2N=C(c3ccc(Cl)cc3)CC2(O)C(F)(F)F)c1O (stereo not given) | 4.1 | 0.824
Cc1ccc(NC(=O)CCNS(=O)(=O)c2ccc(C)cc2)cc1 | 5.9 | 0.973
CCc1ccc(N2NC(=O)CC2=O)cc1 | 10.5 | 0.734*
Cc1ccc(N(CC(=O)Nc2ccccc2Br)S(=O)(=O)c2ccc(F)cc2)cc1 | 0.4 | 1.05
O=S(=O)(Nc1ccc(OCc2ccccc2)cc1)c1ccccc1 | 12.7 | 0.982
COc1cccc(N2C(=O)C(=O)C(=C(O)c3ccccc3)C2c2ccccc2F)c1 (stereo not given) | 8.2 | 1.09
CC(=O)c1ccc2c(c1)c1ccccc1n2C | 18.5 | 0.979
Cc1ccc(NC(=O)C2CC2(c2ccccc2)c2ccccc2)c(C)c1 (stereo not given) | 7.9 | 0.989
O=C(COc1ccc(Cl)cc1)Nc1ccc(Br)c(Cl)c1 | -3.9 | 1.03
Cc1cc([N+](=O)[O-])ccc1NC(=O)/C=C/c1ccc2c(c1)OCO2 | 6.2 | 1.05
CCCOc1ccc(C(=O)Nc2cc(Cl)cc(Cl)c2)cc1 | 5.0 | 1
CCOC(=O)CNC(=O)c1ccc(C#Cc2ccccc2)cc1 | 23.2 | 1.04
COc1cc2c(cc1NC(=O)c1ccccc1I)oc1ccccc12 | 16.6 | 1.06
O=C(Nc1ccc2oc(-c3cccc(Cl)c3Cl)nc2c1)c1ccc([N+](=O)[O-])cc1 | 2.6 | 1.01
O=C(CCNc1ccc(F)cc1)c1cccc([N+](=O)[O-])c1 | 2.7 | 1.02
COc1cc(NC(=O)c2cc3n(n2)C(C(F)(F)F)CC(c2ccccc2)N3)c(OC)cc1Cl (stereo not given) | 12.4 | 1
CCCS(=O)(=O)C(=C(Nc1ccccc1)Nc1ccccc1)S(=O)(=O)CCC | -1.4 | 0.957
COc1ccc(NC(=O)CN(c2cccc([N+](=O)[O-])c2)S(=O)(=O)c2ccccc2)cc1OC | 12.3 | 0.904
C/C(O)=C(\C#N)P(C)(=O)OCC(C)C (stereo not given) | -4.3 | 0.97
Cc1cc2nc(-c3cc(NC(=O)COc4ccc(Cl)cc4Cl)ccc3O)oc2cc1C | 0.3 | 1.09

3 compounds already listed, arranged by their value in HCV NS3h FP, highest first:
compound | HCV NS3h FP
COc1cccc(N2C(=O)C(=O)C(=C(O)c3ccccc3)C2c2ccccc2F)c1 (stereo not given) | 8.2
Cc1ccc(NC(=O)C2CC2(c2ccccc2)c2ccccc2)c(C)c1 (stereo not given) | 7.9
Cc1cccc(C(=O)N2N=C(c3ccc(Cl)cc3)CC2(O)C(F)(F)F)c1O (stereo not given) | 4.1

New compounds follow
SMILES | HCV NS3h FP | Cy5 interf NS3h
CCOc1ccccc1NC(=O)/C=C/c1ccc(Cl)cc1 | 31.2 | 1.34*
Cc1ccc(OCC(=O)O/N=C(/N)c2ccc([N+](=O)[O-])cc2)cc1 | 9.9 | 1.03
COc1ccc(OC)c(N(CC(=O)Nc2cc(C)cc(C)c2)S(C)(=O)=O)c1 | -0.7 | 0.964
Cc1nc(-c2cccc([N+](=O)[O-])c2)cs1 | 3.8 | 1.05
Cc1ccc(C2C3=C(CC(C)(C)CC3=O)NC3=C2C(=O)CC(C)(C)C3)o1 | -2.8 | 1.09
COc1ccccc1CC1CC(=O)N(c2ccc(I)cc2)C1=O (stereo not given) | 0.3 | 0.997
CCNc1nc(NC(C)C)nc(Oc2ccc(C(=O)OC)cc2)n1 | 6.8 | 0.987
COc1ccc(NC(=O)c2ccc(N(Cc3ccc(Cl)cc3)S(C)(=O)=O)cc2)c(OC)c1 | 4.3 | 0.948
Cc1ccc([N+](=O)[O-])cc1-c1[nH]c(-c2cccc(O)c2)nc1-c1ccccc1 | 6.3 | 0.895
O=c1oc(-c2cccnc2)nc2ccccc12 | 3.1 | 0.998
C/C(Nc1ccc2c(c1)OCO2)=C(/C#N)C(N)=O | 1.3 | 1.09
COCCCNC(=O)Cc1ccccc1[N+](=O)[O-] | -2.8 | 0.993
N/C(=N/OC(=O)c1ccc(Br)cc1)c1cccnc1 | 8.8 | 0.999
O=C(Nc1ccc2c(c1)OCO2)c1nn2c(c1Cl)NC(c1ccc(Br)cc1)CC2C(F)(F)F (stereo not given) | 3.5 | 0.921
Nc1nncn1C(=O)COc1ccccc1 | -6.5 | 0.882
CCn1nnnc1-c1ccc(OC)c(S(=O)(=O)Nc2ccc(F)cc2)c1 | 4.1 | 0.942
COc1ccc(OC(C)C(=O)NCCc2ccccc2)cc1 (stereo not given) | 2.9 | 1.03
CC1=NC(=S)C(C#N)C(c2ccccc2)=C1 (stereo not given) | -3.3 | 0.988
CCOC(=O)c1cnc2c(ccc3ccccc32)c1Cl | 2.2 | 1.1
Cc1cccc(C(=O)Nc2cc(-c3cccc(C)c3)[nH]n2)c1 | 7.8 | 0.987
CCOc1ccc(S(=O)(=O)N(CC(=O)Nc2ccccc2C)c2ccc(C)cc2)cc1 | -3.8 | 1.03
O=C1S/C(=C/c2ccc(Cl)cc2Cl)C(=O)N1c1ccccc1 | 2.9 | 0.987
CC1=C(C(=O)OCCOC(C)C)C(c2cccc(F)c2)C2=C(CC(C)(C)CC2=O)N1 (stereo not given) | 1.0 | 0.971
CC(=O)NC(=O)CC(=O)c1ccccc1 | -3.0 | 1.04
Cc1ncc([N+](=O)[O-])n1Cc1ccccc1Cl | 0.3 | 1.02
SMILES | HCV NS3h FP | Cy5 interf NS3h
Cc1ccc(CSc2nnnn2-c2ccccc2)cc1 | 5.2 | 0.871
COc1ccc(NC(=O)COc2cccc3ccccc23)cc1 | 15.9 | 0.767*
CC(C)Oc1cccc(C(=O)Nc2ccc(F)c([N+](=O)[O-])c2)c1 | 7.5 | 0.921
Cc1ccc2nsnc2c1NC(=O)c1cc(Cl)ccc1Cl | 6.0 | 1.03
C/C(CC1CC2=C(CC1(C)C)C(C)(C)CCC2)=N/O (stereo not given) | 2.5 | 0.982
CCOC(=O)c1ccc(NC(=O)/C(=C\c2cccc([N+](=O)[O-])c2)NC(=O)c2ccccc2)cc1 | 10.1 | 0.94
O=C(NCCc1ccccc1)C(=O)Nc1ccc([N+](=O)[O-])cc1 | 6.1 | 0.858
CCCOc1cccc(C(=O)Nc2ccc(Br)cc2C(=O)O)c1 | 1.2 | 1.08
CC(=O)c1cccc(NC(=O)CN2CCOCC2)c1 | -3.6 | 0.998
CC(=O)n1nc(C)c2c(-c3ccccc3)c3cc(Br)ccc3nc21 | 0.3 | 1.11
Cc1nnc(SCC(=O)Nc2ccccc2[N+](=O)[O-])[nH]c1=O | -0.9 | 0.998
CCOC(=O)c1ccc2nc(C)c(CC=C(Cl)Cl)c(Cl)c2c1 | -4.9 | 1.11
Cc1onc(-c2ccccc2)c1C(=O)Nc1ccccc1Oc1ccccc1 | 11.3 | 0.986
O=C(NC1CCCCC1)c1ccc(Cl)c(Cl)c1 | 12.9 | 1.1
O=C(CCN1C(=O)c2ccccc2C1=O)NCC1CCCO1 (stereo not given) | -1.6 | 1.04
CC(CCC(=O)O)C1CCC2C3CC=C4CC(O)CCC4(C)C3CCC12C (stereo not given) | -1.9 | 1.12
COc1ccc(-n2c(=S)[nH]c3sc4c(c3c2=O)CCCCC4)cc1 | 6.8 | 1.05

An unsorted share of the library; any-hit rate near 6.7%.
